# HCMV antiviral – blocks human cytomegalovirus replication | HFF cells, HCMV-luciferase reporter, 72 h; stronger effect = lower value | activity change, negative = inhibition, % at 57.5 µM | 4.5% of 410,000 active | AID 1259415; in the data active = activity change below about -60%; inconclusive = no clear call, values can overlap the other calls; inactive = above about -39%
#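 Cell-based, HFFs, 1000 cells/well, 16 h 37C; cpds in DMSO + HCMV-luc, MOI 1 PFU/cell; 72 h 37C; OneGlo luminescence after 5 min RT; norm. to buffer vs Salinomycin 10uM.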
# AMA1 RON2 block – inhibitors of Plasmodium falciparum AMA1-RON2 interaction; AlphaScreen AMA1-biotinylated RON2 peptide binding; Potency, µM (top dose mostly 58.2 µM), without a hit: at the highest dose activity change, negative = inhibition, usual class: inhibitors; 0.2% of 360,000 active; AID 720542;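 also: potency is read from the fitted curve at half-maximal effect; 0% = vehicle wells and -100% = peptide control; nearly all actives have a fitted effect of over 45% in size; some results filed as inactive show a strong effect at the top dose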
#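 AMA1 (3D7) with his tag at 25 nM final met compounds first, then biotinylated RON2 peptide at 25 nM; detection used donor plus acceptor beads, 10 µg/mL apiece, read by AlphaScreen after 30 min at room temperature.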
# AmpC inh no detg – blocks E. coli AmpC beta-lactamase in detergent-free assay; P00811; AmpC nitrocefin hydrolysis, absorbance 480 nm, 0.0001% Triton; Potency, µM (highest dose often 57.1 µM), for the others: at the highest dose activity change, negative = inhibition, most hits filed as inhibitors; 0.52% of 330,000 active; AID 485341;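 also: potency is read from the fitted curve at half-maximal effect; plate controls were no compound for no effect and no enzyme for full effect; nearly all actives have a fitted effect of over 20% in size; some results filed as inactive show a strong effect at the top dose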
# Target sequence (P00811 whole entry, looked up): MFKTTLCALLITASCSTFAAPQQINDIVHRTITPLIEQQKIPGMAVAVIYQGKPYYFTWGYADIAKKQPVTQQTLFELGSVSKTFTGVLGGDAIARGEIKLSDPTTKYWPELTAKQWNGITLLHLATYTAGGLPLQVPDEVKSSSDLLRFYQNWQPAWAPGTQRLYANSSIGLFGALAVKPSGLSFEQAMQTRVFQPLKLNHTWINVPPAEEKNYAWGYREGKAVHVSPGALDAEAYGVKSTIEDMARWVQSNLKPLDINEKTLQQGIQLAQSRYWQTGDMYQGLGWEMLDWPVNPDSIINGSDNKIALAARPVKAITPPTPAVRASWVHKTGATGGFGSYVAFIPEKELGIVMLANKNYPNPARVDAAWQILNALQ
#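 AmpC (5.3 nM in the dispensed reagent) in 20 mM phosphate pH 7.0 with 0.01% (detergent screen) or 0.0001% Triton X-100 was preincubated with compounds for 15 min at room temperature. Nitrocefin was then added from an 800 uM solution, and hydrolysis was followed at 480 nm.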
# LmPK inh – inhibitors of Leishmania mexicana pyruvate kinase; Q27686; purified LmPK, Kinase-Glo ATP luminescence, 1 h; Potency, µM (titrated, usually from 57.5 µM), for inactives: at the highest dose activity change, negative = inhibition, hits mostly inhibitors; 0.37% of 290,000 active; AID 1721; also: potency is read from the fitted curve at half-maximal effect
# Target sequence (Q27686 whole entry, looked up): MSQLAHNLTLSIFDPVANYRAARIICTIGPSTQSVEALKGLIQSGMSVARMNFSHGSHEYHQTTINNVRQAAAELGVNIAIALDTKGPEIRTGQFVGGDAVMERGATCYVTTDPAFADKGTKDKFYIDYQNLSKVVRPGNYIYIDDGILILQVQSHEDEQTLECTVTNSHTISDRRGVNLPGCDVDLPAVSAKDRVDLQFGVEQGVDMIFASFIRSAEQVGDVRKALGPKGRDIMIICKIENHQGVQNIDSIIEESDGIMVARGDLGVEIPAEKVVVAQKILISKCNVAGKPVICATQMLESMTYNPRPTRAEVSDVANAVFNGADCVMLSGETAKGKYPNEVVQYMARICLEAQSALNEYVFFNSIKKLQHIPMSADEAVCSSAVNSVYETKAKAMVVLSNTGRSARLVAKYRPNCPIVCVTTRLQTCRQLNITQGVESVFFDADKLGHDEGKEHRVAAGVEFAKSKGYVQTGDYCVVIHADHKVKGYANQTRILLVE
#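 Purified LmPK (0.1 nM) with 0.5 mM PEP and 0.1 mM ADP in imidazole buffer pH 7.2 with MgCl2/KCl, 1 h at room temperature. ATP formed was read by luciferase luminescence and normalized to no-enzyme and uninhibited controls.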
# AmpC detergent – inhibitors of E. coli AmpC beta-lactamase with detergent | P00811 | 0.041% of 370,000 active | AID 485294 | AmpC hydrolysis of nitrocefin, absorbance 480 nm, 0.01% Triton | Potency, µM (series often up to 114 µM), for inactives: at the highest dose activity change, negative = inhibition, usual class: inhibitors;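 also: potency is read from the fitted curve at half-maximal effect; 0% = no-compound wells and -100% = no-enzyme wells; nearly all actives have a fitted effect of over 25% in size; some results filed as inactive show a strong effect at the top dose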
#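 20 mM phosphate pH 7.0 + 0.01% (detergent screen) or 0.0001% Triton X-100; 5.3 nM AmpC reagent; cpd preinc 15 min RT; nitrocefin (800 uM stock) to start; A480 q20 s × 4 min; Activity was normalised to no-enzyme and no-compound control wells.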
# Tb PYK inh – blocks Trypanosoma brucei pyruvate kinase; Q57TT1; TbPYK enzyme, Kinase-Glo Plus ATP luminescence, 45 min; Potency, µM (titrated, usually from 76.8 µM), inactives show top-dose activity, negative = inhibition, hits mostly inhibitors; 0.12% of 410,000 active; AID 624173; also: potency is read from the fitted curve at half-maximal effect; nearly all actives have a fitted effect of over 50% in size
#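 Luminescence from Kinase-Glo Plus, added after a 45-minute room-temperature reaction, served as the end-point read-out. The enzyme and substrate were preincubated with compound before ADP (130 uM final) initiated turnover. Concentration-effect curves came from normalized qHTS data.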
# HCV inhibitor – HCV inhibition. Potency, µM (titrated, usually from 41.8 µM), for the others: at the top dose activity change, negative = inhibition, most hits filed as inhibitors. 3.4% of 340,000 active. AID 651820. Huh7.5.1 HCVcc-Cre infection, luciferase reporter, 44 h; also: potency is read from the fitted curve at half-maximal effect
#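 Infectious HCV cell culture screen: compound-treated cells (1,000/well, pre-plated 4 h) are infected with HCVcc-Cre at roughly 0.5 moi and grown 44 h. Infection is quantified by luciferase signal after 15 min substrate incubation at room temperature.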
# Active calls of the source: *; ? = inconclusive; . = no result given; & = joins results of further samples; [ ] = dose if it differs, or a comment. Unless noted, calls follow the shape of the dose curve; as a rule, active = well fitted curve in the direction sought with a large enough effect; inconclusive = small, poorly fitted or top-dose-only effect, or another doubt; inactive = no such curve, though single readings can be large; an effect the other way counts as inactive or inconclusive. Unless noted, % is scaled to controls: 0 for no effect and ±100 for the full control effect.
# Screens by letter: A = HCMV antiviral; B = AMA1 RON2 block; C = AmpC inh no detg; D = LmPK inh; E = AmpC detergent; F = Tb PYK inh; G = HCV inhibitor
CCOC(=O)C1CCCN(C(=O)c2ccc3ncsc3c2)C1 (stereo not drawn)
  A: 13; B: -23%; C: -15%; D: .; E: .; F: 4%; G: -2%
COc1ccc(NC(=O)CN2C(=O)COc3ccc(S(=O)(=O)N4CCOCC4)cc32)cc1
  A: -15&10; B: 7%; C: -38%; D: -2%; E: -10%&4%; F: 2%&12%; G: -14%
COc1ccccc1C(=O)Nc1ccc(-c2nnn(CC(=O)NCc3ccco3)n2)cc1
  A: ?; B: 2%; C: 3%; D: 4%; E: ?; F: 1%; G: -21%
Cc1ccc(NC(=O)CN2C(=O)S/C(=C\c3ccc(-c4cccc(C(=O)O)c4C)o3)C2=O)cc1
  A: .; B: .; C: -29%; D: 2%; E: -1%; F: .; G: 0%
COc1ccc(NC(=O)c2ccc(CN3CCc4ccccc4C3)cc2)cc1OC
  A: -64*; B: -10%; C: 5%; D: 0%; E: -4%; F: 4%; G: 13µM*
CN(C(=O)CSc1nnc(C2CC2)n1-c1ccccc1)C1CCS(=O)(=O)C1 (stereo not drawn)
  A: 88; B: -10%; C: -8%; D: .; E: -3%; F: -1%; G: 19%
CCc1cc2c(SCC(=O)NCC3CCCO3)ncnc2s1 (stereo not drawn)
  A: 0; B: -2%; C: -16%; D: .; E: 3%; F: 3%; G: 3%
O=S(=O)(c1ccccc1)[C@@]1(c2ccccc2)C[C@@H]2ON=C(c3cccc(-c4ccccc4)c3)[C@@H]2C1
  A: 8; B: -6%; C: -41%; D: .; E: -10%; F: -4%; G: -28%
CCC(=O)NC(=S)Nc1cccc(NC(=O)c2ccco2)c1
  A: -15; B: -4%; C: -23%; D: -2%; E: -4%; F: 5%; G: -3%
Nc1ccccc1Nc1cc(-c2ccccc2)nn1-c1ccccc1
  A: 77; B: ?; C: -34%; D: -3%; E: -13%; F: -6%; G: 1%
COc1ccc(/C=N/N=C2/NC(=O)C(CC(=O)O)S2)cc1OCc1ccccc1Cl (stereo not drawn)
  A: 64; B: -3%[2.32 µM]; C: -14%; D: ?; E: -14%; F: ?; G: 33%[activator]
CCc1nc2c(OCc3ccc(F)cc3)cccn2c1N(C)C(=O)c1ccncc1
  A: 10; B: -5%; C: .; D: .; E: .; F: -1%; G: .
Cc1cc(C)c(C)c(OCCOCCN2CCN(C)CC2)c1
  A: -1; B: -1%; C: 16%; D: -4%; E: 6%; F: 4%; G: 4µM*
CCn1c(=O)c2sccc2n2c(CCCC(=O)NCCc3ccc(S(N)(=O)=O)cc3)nnc12
  A: 12; B: -1%; C: -5%; D: 2%; E: -2%; F: -2%; G: 4%
COc1cccc(CN2C(=O)CCC2(C)C(=O)NC2CCCCC2)c1 (stereo not drawn)
  A: 0; B: 4%; C: -33%; D: 1%; E: ?; F: -1%; G: 3%
O=C1c2cccc3cc([N+](=O)[O-])cc(c23)C(=O)N1/N=C/c1ccc(O)cc1O
  A: -79*; B: 74%[activator]; C: ?; D: -15%; E: 3%; F: -2%; G: ?
Cc1ccc(C)c(NC(=O)CS(=O)(=O)c2c[nH]c3ccccc23)c1
  A: -6; B: 0%; C: -27%; D: 0%; E: ?; F: -5%; G: -4%
S=C(c1cn(Cc2ccc(Br)cc2)c2ccccc12)N1CCOCC1
  A: 2; B: -22%; C: -6%; D: 0%; E: -18%; F: -19%; G: ?
O=C(NC1CCCCC1)N1CCc2[nH]c3ccccc3c2C1
  A: 84; B: -11%; C: -16%; D: -3%; E: -14%; F: 1%; G: ?
Cc1ccccc1CNC(=O)C1CCC(=O)N(C2CC2)C1 (stereo not drawn)
  A: -30; B: -8%; C: -7%; D: -13%; E: -1%; F: 2%; G: -3%
C[C@]12CCC(=O)C=C1CC[C@@H]1[C@@H]2CC[C@@]2(C)[C@H]1CC[C@]2(C)O
  A: -19; B: -7%; C: 14%; D: 7%; E: 1%; F: -2%&-11%; G: ?
O=C(Oc1ccc(OC(=O)C2CCC2)cc1)C1CCC1
  A: 19; B: -1%; C: -8%; D: -4%; E: 5%; F: 0%; G: ?
Cc1ccccc1NC(=S)N(Cc1cccs1)C1CCCC1
  A: -31; B: -13%; C: -22%; D: 5%; E: -2%; F: -1%; G: 10%
CCN(CCCNC(=O)COc1cc(=O)n(CC)c2ccccc12)Cc1ccccc1
  A: 328; B: 14%; C: -2%; D: 6%; E: -12%; F: 0%; G: ?
C=CCSc1nnc(C)n1-c1ccc(Cl)cc1
  A: -14; B: -12%; C: -4%; D: -6%; E: ?; F: 5%; G: -3%

# Additional entries follow.
# Screens by letter: A = HCMV antiviral; B = AMA1 RON2 block; C = AmpC inh no detg; D = LmPK inh; E = AmpC detergent; F = Tb PYK inh; G = HCV inhibitor
COc1ccc(C(=O)OCC(=O)NCCCc2ccccc2)cc1OC
  A: -6; B: 0%; C: 20%; D: 1%; E: 0%; F: 5%; G: 13%
Cc1noc(NC(=O)c2ccc(F)cc2)c1C#N
  A: 25; B: 2%; C: -7%; D: -1%; E: -2%; F: 2%; G: 4%
CCOc1ccccc1NC(=O)C1CCC(CNc2c(N3CCOCC3)c(=O)c2=O)CC1 (stereo not drawn)
  A: -34; B: 1%; C: -8%; D: -2%; E: -5%; F: -5%; G: -6%&-8%
O=C(Nc1ccc2c(c1)CCC2)Nc1ccc(F)cc1F
  A: 31; B: -2%; C: -35%; D: -11%; E: 2%; F: -6%; G: 6%
CC1(C(=O)NCC2CC2)CCN1C(=O)C1(c2ccccc2)CC1 (stereo not drawn)
  A: -23; B: 1%; C: .; D: .; E: .; F: -3%; G: .
Cc1cc(C)nc(N2N=C(c3ccccc3)CC2=O)n1
  A: -39; B: 146%[activator]; C: -1%; D: -4%; E: 6%; F: -5%; G: -2%
CCCCn1c(N)c(N(CCOC)C(=O)c2ccc(NC3CC3)c([N+](=O)[O-])c2)c(=O)[nH]c1=O
  A: -5; B: -22%; C: 9%; D: .; E: ?; F: 2%; G: 16%
COc1ccc(C(=O)Nc2nnc(S(=O)(=O)Cc3ccccc3)s2)cc1
  A: 20; B: -2%; C: -21%; D: 0%; E: 2%; F: -2%; G: 7%
COC(=O)c1ccc(OCC2c3cc(OC)c(OC)cc3CCN2C(=O)c2ccc(F)cc2)cc1 (stereo not drawn)
  A: 17; B: .; C: .; D: .; E: 3%; F: 1%; G: .
O=C(CCN1C(=O)c2ccccc2C1=O)OCN1C(=O)c2ccccc2C1=O
  A: 25; B: 1%; C: -5%; D: 7%; E: 2%; F: 8%; G: 13%
COc1ccc(C(=O)Nc2ccccc2C(=O)N/N=C/c2ccccn2)cc1OC
  A: -109*; B: 38%[activator]; C: 8%; D: ?; E: 0%; F: -10%; G: ?
CCOC(=O)c1ccccc1NC(=O)CSc1ccc(-c2ccccn2)nn1
  A: -29; B: -16%; C: 32%; D: -2%; E: 4%; F: 2%; G: ?
CCOc1ccc(N(CC(=O)Nc2nccs2)S(=O)(=O)c2c(C)noc2C)cc1
  A: -17; B: 27%; C: -28%; D: 4%; E: ?; F: 2%; G: ?
CCOc1ccc(S(=O)(=O)N2CCCCC2)cc1NC(=O)C1=COCCO1
  A: -22; B: 7%; C: -13%; D: .; E: 0%; F: 0%; G: 12%
Cc1ccc(CNC(=O)C(=O)NCCC2CCCCN2S(=O)(=O)c2ccccc2)cc1 (stereo not drawn)
  A: -10; B: -1%; C: -34%; D: .; E: -11%; F: -9%; G: ?
Cn1cc(CN2CCC(n3nccc3NC(=O)C3CCCC3)CC2)cn1
  A: 29; B: 10%; C: -3%; D: -8%; E: 4%; F: -6%; G: .
CCOc1cc(NC(=O)c2cccs2)c(OCC)cc1NC(=O)CCC(=O)NCC1CCCO1 (stereo not drawn)
  A: -20; B: ?; C: 25%; D: 0%; E: 5%; F: 0%; G: -17%
O=C(Nc1ccc(F)cc1F)N1CCN(c2ncccn2)CC1
  A: -9; B: 16%; C: -8%; D: -2%; E: ?; F: -3%; G: -1%
O=C(NCCCN1CCOCC1)c1cc(-c2ccc(F)cc2)no1
  A: 0; B: 0%; C: -10%; D: -2%; E: -1%; F: 1%; G: 18%
Nc1ccn(CC(=O)NCc2ccccc2)c(=O)n1
  A: 23; B: 25%; C: -12%; D: .; E: 3%; F: 2%; G: 21%
C[C@@H]1CN([C@@H](C)CO)C(=O)c2cc(NS(C)(=O)=O)ccc2O[C@@H](C)CCCCO[C@H]1CN(C)C(=O)Nc1ccc2c(c1)OCO2
  A: -12; B: 6%; C: .; D: .; E: .; F: -1%; G: .
O=C(C[n+]1ccc(C(=O)c2ccccc2)cc1)Nc1ccccc1OC(F)F
  A: 0; B: -7%; C: -17%; D: .; E: .; F: -5%; G: -21%
C[C@H](CO)N1C[C@H](C)[C@@H](CN(C)C(=O)Nc2ccc(C(F)(F)F)cc2)Oc2ccc(NC(=O)c3ccncc3)cc2C1=O
  A: -7; B: 1%; C: 217%[activator]; D: .; E: .; F: -8%; G: -8%
Fc1ccc(Nc2c(-c3ccco3)nc3ccccn23)cc1
  A: -15&-36; B: -3%; C: -28%; D: 0%; E: ?; F: -12%&-6%; G: -11%
CC(C)(C)c1ccc(C(=O)N2CCN(Cc3ccccc3)CC2)cc1
  A: -20; B: 10%; C: 173%[activator]; D: 4%; E: -2%; F: -2%; G: -8%
Cc1noc(C)c1COC(=O)c1cccnc1Cl
  A: -2; B: -5%; C: -30%; D: -7%; E: 5%; F: -2%; G: 36%[activator]

# 4 compounds drawn at random from those above, as already listed:
# Screens by letter: A = HCMV antiviral; B = AMA1 RON2 block; C = AmpC inh no detg; D = LmPK inh; E = AmpC detergent; F = Tb PYK inh; G = HCV inhibitor
Cc1noc(NC(=O)c2ccc(F)cc2)c1C#N
  A: 25; B: 2%; C: -7%; D: -1%; E: -2%; F: 2%; G: 4%
COC(=O)c1ccc(OCC2c3cc(OC)c(OC)cc3CCN2C(=O)c2ccc(F)cc2)cc1 (stereo not drawn)
  A: 17; B: .; C: .; D: .; E: 3%; F: 1%; G: .
COc1ccc(NC(=O)c2ccc(CN3CCc4ccccc4C3)cc2)cc1OC
  A: -64*; B: -10%; C: 5%; D: 0%; E: -4%; F: 4%; G: 13µM*
Cc1cc(C)nc(N2N=C(c3ccccc3)CC2=O)n1
  A: -39; B: 146%[activator]; C: -1%; D: -4%; E: 6%; F: -5%; G: -2%
